Assay outcomes from PubChem.
OXTR potentiate: potentiates the human oxytocin receptor response; AID 2445; activation, % at 3 µM; 0.061% of 320,000 active; CHO-OTR cells, Fluo-8 calcium fluorescence, potentiator mode; 0% = oxytocin EC15, 100% = EC100; P30559;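 active = activation above that plate's cutoff, the mean activation of tested compounds plus 3 SD, cut at about 6.6% in these data, passing the limit was not always enough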;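 also: 100% uses oxytocin at 75 nM as the full agonist control; some results filed as inactive read as strong as hits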
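Replication – single well per compound, singlicate · Assay system – CHO cell line stably expressing human OTR · Timing – 6 min pre-incubation, 100 s read · Measure – normalized max/min fluorescence ratio, % activation · Doses – 3.0 µM, one dose · Detection – Fluo-8 calcium dye fluorescence · Probe or stimulus – oxytocin near EC15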
V1R ag counter: V1a receptor agonism, counter-screen for OXTR agonists. P37288. CHO-V1R cells, Fluo-8 calcium fluorescence, agonist mode; 0% DMSO, 100% 3 nM vasopressin. activation, % at 3 µM. 0.25% of 320,000 active;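 active = activation above the mean activation of all tested compounds plus 3 SD, per screening run, cut at about 20% in these data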;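 also: signal is peak over basal fluorescence ratio across a 100 second FLIPR read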
M1 PAM: potentiates human M1 receptor response to acetylcholine. 0.088% of 360,000 active. activation, % at 3 µM. AID 588819. CHO-K1 hM1, Fluo-8 calcium fluorescence, ACh EC20; 0% = ACh EC20, 100% = maximal ACh. P11229; in the data active = activation above about 19%, passing the limit was not always enough
Target sequence (P11229 whole entry, looked up): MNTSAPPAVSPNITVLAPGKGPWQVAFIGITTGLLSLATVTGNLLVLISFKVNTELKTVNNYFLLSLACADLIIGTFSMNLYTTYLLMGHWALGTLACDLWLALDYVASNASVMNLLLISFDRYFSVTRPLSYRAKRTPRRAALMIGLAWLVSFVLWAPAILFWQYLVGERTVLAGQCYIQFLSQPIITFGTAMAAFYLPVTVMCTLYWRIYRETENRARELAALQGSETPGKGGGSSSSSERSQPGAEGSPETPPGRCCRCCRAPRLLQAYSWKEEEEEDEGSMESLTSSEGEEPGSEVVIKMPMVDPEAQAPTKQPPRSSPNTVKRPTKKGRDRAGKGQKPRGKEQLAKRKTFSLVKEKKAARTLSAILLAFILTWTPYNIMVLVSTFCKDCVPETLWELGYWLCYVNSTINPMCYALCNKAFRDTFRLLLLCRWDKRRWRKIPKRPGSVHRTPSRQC
M1 antag: human CHRM1 antagonism | CHO-K1 hM1, Fluo-8 calcium fluorescence, ACh EC80 antagonist | P11229 | inhibition, % at 3 µM | AID 588852 | 1.3% of 360,000 active;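 active = percent inhibition above its own plate's cutoff, namely the mean of that plate's compound wells plus 3 SD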;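 also: peak over basal fluorescence ratio during 140 s after agonist addition; 0% = ACh EC80 plus DMSO and 100% = DMSO alone without agonist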
CHO parental Ca: counter-screen for OX1R antagonists: effect in parental CHO cells; parental CHO-K1, ATP-induced calcium, Fluo-8 fluorescence; inhibition, % at 5.6 µM; 0.63% of 330,000 active; AID 463079;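 active = inhibition above that plate's mean sample inhibition plus 3 SD, cut at about 26% in these data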;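 also: 0% = ATP-challenged DMSO wells and 100% = DMSO wells without ATP; some compounds past the cut are filed as inactive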
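Test system: parental CHO cells; detection: calcium-sensitive Fluo-8 fluorescence; evaluation: percent inhibition of calcium signal; also added: ATP as calcium-mobilizing challenge; repeats: one well per compound; control set: ATP-challenged DMSO wells low, unchallenged DMSO wells high; compound: single nominal dose of 5.6 µM per compound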
OXTR agonist: human OXTR agonism. CHO-OTR cells, Fluo-8 calcium fluorescence; normalized: DMSO 0%, oxytocin 100%. 0.32% of 320,000 active. activation, % at 3 µM. P30559;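 active = activation above the mean of all tested compounds plus 3 SD, cutoff set per screening run, cut at about 20% in these data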;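 also: peak over basal fluorescence ratio from a 100 s FLIPR kinetic read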
M1 ag: activates human CHRM1 receptor; activation, % at 3 µM; P11229; 0.33% of 360,000 active; CHO-K1 hM1, Fluo-8 calcium fluorescence, agonist mode; 0% DMSO, 100% acetylcholine EC100;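 active = activation above the run's mean compound activation plus 3 SD, cut at about 16% in these data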;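 also: peak over basal fluorescence ratio within a 140 s kinetic read after compound addition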
TAAR1 ag: human TAAR1 agonism. activation, % at 3 µM. CHO RD-HGA16 TAAR1, Fluo-8 calcium fluorescence; vehicle wells 0%, saturating PEA agonist 100%. 0.99% of 360,000 active. Q96RJ0;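 active = activation above the mean activation of all test compounds in the run plus 3 SD, cut at about 38% in these data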
Target sequence (Q96RJ0 whole entry, looked up): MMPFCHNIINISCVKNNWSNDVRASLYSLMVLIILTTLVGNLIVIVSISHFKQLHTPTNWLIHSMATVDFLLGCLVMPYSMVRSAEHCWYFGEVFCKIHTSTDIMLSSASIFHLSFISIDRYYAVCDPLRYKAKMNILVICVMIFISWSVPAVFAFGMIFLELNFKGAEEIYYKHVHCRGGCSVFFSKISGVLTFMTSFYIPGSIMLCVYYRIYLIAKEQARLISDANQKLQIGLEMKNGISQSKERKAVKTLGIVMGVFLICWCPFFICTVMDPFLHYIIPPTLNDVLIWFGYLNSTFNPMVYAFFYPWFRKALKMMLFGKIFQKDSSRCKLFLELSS
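Signal – calcium-sensitive Fluo-8 signal, excitation 470-495, emission 515-575 nm · System – RD-HGA16 (CHO) cells co-expressing Gα16 and hTAAR1 · Incubation – 17-24 h seeding, 75 min 37 °C dye, 30 min RT · Compound dosing – 3 µM single concentration · Repeats – no replicates (n 1)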
TAAR1 antagonist: human TAAR1 antagonism. Q96RJ0. CHO RD-HGA16 TAAR1, Fluo-8 calcium fluorescence, antagonist. AID 624466. 1.5% of 360,000 active. inhibition, % at 3 µM;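 active = inhibition above a per-plate cutoff, the mean inhibition of test compounds on that plate plus 3 SD, cut at about 49% in these data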;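 also: 0% = DMSO plus EC80 beta-PEA response and 100% = DMSO alone without agonist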
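Test system – hTAAR1-expressing CHO RD-HGA16 cells, Gα16-coupled · Reagent – β-PEA at EC80 concentration, post-compound challenge · Compound dosing – 3 µM, single point · Timing – 140 s kinetic read after compound, 140 s after agonist · Detection – Fluo-8 intracellular calcium dye fluorescence, real-time kinetic reads · Control set – DMSO and EC80 PEA controls · Repeats – n of 1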
Starred values were filed as active, the others as inactive; / = not tested or not shown.

SMILES | OXTR potentiate | V1R ag counter | M1 PAM | M1 antag | CHO parental Ca | OXTR agonist | M1 ag | TAAR1 ag | TAAR1 antagonist
NC(=S)N=Nc1c(O)cc(O)c2[nH]c(=O)ccc12 | / | / | 12 | -18 | / | / | -1 | 5 | -27
CCOc1cccc(SCc2noc(C(=O)NC(C)C)c2C(=O)O)c1 | -7 | 1.0 | / | / | -2 | -0.9 | / | 15 | -4
CN1CCN(Cc2nc3c(c(=O)[nH]c(=O)n3C)n2CCc2ccccc2)CC1 | -3 | -0.3 | 6 | -10 | -6 | -0.2 | -8 | 1 | 0
NC(=O)c1ccccc1N=Cc1ccc2ccccc2c1 | -7 | 3.0 | 10 | -8 | -6 | 2.4 | -2 | 6 | -20
S=C(CN1CCCC1=S)NCCc1ccccc1 | 2 | 0.2 | 1 | -13 | 10 | -0.1 | -5 | 40* | -25
CN(CC(=O)Nc1cccc(F)c1)C(=O)c1ccccc1CCc1ccccc1 | -12 | -0.2 | 7 | -12 | -10 | -0.6 | -3 | 3 | 30
CCOC(=O)C1CCN(C2=NC(=O)/C(=C/c3ccc(OC)c(OC)c3)S2)CC1 | -10 | 0.8 | 13 | -1 | -23 | -1.1 | -2 | 3 | -13
CCOc1ccc(NC(=S)NC(=O)/C=C/c2ccc(OC)c(OC)c2)c([N+](=O)[O-])c1 | -16 | 0.3 | 7 | 1 | -8 | -0.5 | 0 | 6 | 5
Cc1ccccc1/C(N)=N/OC(=O)c1cccs1 | 0 | -0.4 | 7 | -14 | 1 | -0.9 | -4 | 3 | -7
O=C(CSc1ccc(F)cc1)NCCc1ccc(Cl)cc1 | -5 | -0.3 | 6 | -3 | -17 | -1.5 | -4 | -1 | 6
CN(C(=O)CC1C(=O)NCCN1Cc1ccc(F)c(F)c1)C1CCOCC1 (stereo not drawn) | -6 | 0.8 | 12 | -1 | 1 | 0.2 | -8 | 4 | 18
O=C(NN=C1CCN(Cc2ccccc2)CC1)c1cc(Br)ccc1O | -12 | 8.3 | 3 | -8 | -3 | 7.3 | -3 | 5 | 10
COc1cccc(NC(=O)CSc2nnc3cc(C)nc(N)n23)c1 | -6 | 0.8 | 1 | -1 | -10 | 0.6 | -8 | 3 | 6
CCC(Sc1nccn1C)C(=O)Nc1ccc(Cl)cn1 (stereo not drawn) | -13 | -0.3 | 4 | -7 | -10 | -1.9 | -8 | 3 | 9
Cc1ccc(NC(=O)CCS(=O)(=O)c2ccc3nc(C)sc3c2)cc1 | -5 | -0.3 | 1 | -4 | -4 | 0.3 | -6 | 0 | -4
Cn1cc(CN(Cc2ccccn2)C[C@@H]2CCC(=O)N2)c(-c2ccccc2F)n1 | -5 | 0.4 | 7 | -1 | -7 | -0.4 | -7 | 1 | 8
COC(=O)c1ccccc1N=Nc1c(N)[nH][nH]c1=O | 5 | -0.3 | 8 | -13 | -16 | -1.0 | -4 | -3 | 7
NC(=O)Cn1c(S(=O)(=O)Cc2ccccc2)nc2ccccc21 | -8 | 0.6 | 1 | -21 | -6 | 0.2 | -3 | 2 | 5
COC(=O)c1cc(C(=O)OCC(=O)NCc2cccs2)cc([N+](=O)[O-])c1 | 1 | -0.9 | 9 | -6 | -18 | -1.6 | -3 | 3 | -9
N#Cc1c2c(c(NCCOCCO)n3c1nc1ccccc13)CCCC2 | 4 | 0.7 | -10 | 28 | -14 | 0.2 | -2 | 1 | 2
COc1cc(NC2=CC(=O)CC(C)(C)C2)cc(OC)c1OC | 5 | -0.8 | 2 | -5 | -13 | 0.9 | -3 | 4 | -13
O=C(O)COc1ccccc1/C=N/NC(=O)c1cc(-c2ccc(Cl)cc2)nc2ccccc12 | -9 | -0.6 | 8 | -16 | -14 | -1.0 | -3 | -1 | -6
Cn1c(SCC(=O)NC(=O)Cc2ccccc2)nnc1-c1ccc(F)cc1 | -2 | -0.2 | -4 | 10 | -22 | -0.3 | -3 | 5 | -17
COc1ccc(OC)c(NC(=O)Nc2nc(CN)cs2)c1 | / | / | 5 | -16 | / | / | -1 | 1 | 13
COc1cc(OC)cc(C(=O)N/N=C(\C)CC(=O)Nc2ccccn2)c1 | -7 | 1.0 | 10 | -8 | 2 | 0.3 | -3 | 2 | -10

Rewritten with two lines to a compound: part of the list above.
Below each compound: OXTR potentiate | V1R ag counter | M1 PAM | M1 antag | CHO parental Ca | OXTR agonist | M1 ag | TAAR1 ag | TAAR1 antagonist
COC(=O)c1ccccc1N=Nc1c(N)[nH][nH]c1=O
  5 | -0.3 | 8 | -13 | -16 | -1.0 | -4 | -3 | 7
NC(=O)Cn1c(S(=O)(=O)Cc2ccccc2)nc2ccccc21
  -8 | 0.6 | 1 | -21 | -6 | 0.2 | -3 | 2 | 5
COC(=O)c1cc(C(=O)OCC(=O)NCc2cccs2)cc([N+](=O)[O-])c1
  1 | -0.9 | 9 | -6 | -18 | -1.6 | -3 | 3 | -9
N#Cc1c2c(c(NCCOCCO)n3c1nc1ccccc13)CCCC2
  4 | 0.7 | -10 | 28 | -14 | 0.2 | -2 | 1 | 2
COc1cc(NC2=CC(=O)CC(C)(C)C2)cc(OC)c1OC
  5 | -0.8 | 2 | -5 | -13 | 0.9 | -3 | 4 | -13
O=C(O)COc1ccccc1/C=N/NC(=O)c1cc(-c2ccc(Cl)cc2)nc2ccccc12
  -9 | -0.6 | 8 | -16 | -14 | -1.0 | -3 | -1 | -6
Cn1c(SCC(=O)NC(=O)Cc2ccccc2)nnc1-c1ccc(F)cc1
  -2 | -0.2 | -4 | 10 | -22 | -0.3 | -3 | 5 | -17
COc1ccc(OC)c(NC(=O)Nc2nc(CN)cs2)c1
  / | / | 5 | -16 | / | / | -1 | 1 | 13
COc1cc(OC)cc(C(=O)N/N=C(\C)CC(=O)Nc2ccccn2)c1
  -7 | 1.0 | 10 | -8 | 2 | 0.3 | -3 | 2 | -10

The list continues.
SMILES | OXTR potentiate | V1R ag counter | M1 PAM | M1 antag | CHO parental Ca | OXTR agonist | M1 ag | TAAR1 ag | TAAR1 antagonist
CCC(C)NS(=O)(=O)c1cc2c3c(c1)CCC(=O)N3CCC2 (stereo not drawn) | -3 | 1.4 | 11 | -3 | -12 | 1.1 | 1 | 2 | -5
CCCCC(C(=O)NC1CCCC1)N(C(=O)c1snc(C(N)=O)c1N)c1ccc(OCC)cc1 (stereo not drawn) | 3 | -0.5 | 18 | -11 | -19 | -0.4 | 1 | -1 | -34
Cn1c(=O)c2[nH]c(CCCCCc3nc4ccccc4[nH]3)nc2n(C)c1=O | / | / | 1 | 0 | / | / | -8 | 0 | 12
Cc1cc(C)cc(OCC(=O)OCc2cc([N+](=O)[O-])cc3c2OCOC3)c1 | 1 | 4.4 | 7 | -5 | -17 | 0.8 | -3 | 3 | -9
CCCCSC1(SCCCC)N=C(N)C2(C#N)C(c3ccccc3)NC(C)=CC12C#N (stereo not drawn) | -7 | -0.6 | -6 | 10 | -16 | -1.2 | -3 | -1 | 0
CCc1ccc2cc(C)cnc2n1 | / | / | 12 | -10 | / | / | -7 | 0 | -5
CCOC(=O)c1sc(NC(=O)c2ccccc2)cc1C | 6 | -0.8 | 4 | -5 | -12 | -0.9 | -5 | 2 | -2
CC1CN(S(=O)(=O)c2ccc(F)cc2)C(C)N1C(=O)N1CCOCC1 (stereo not drawn) | -6 | -0.7 | 13 | -8 | -4 | -0.4 | -1 | -1 | -1
Cc1ccc2ncnc(NCCC(=O)O)c2c1 | -1 | 0.9 | 13 | -12 | -5 | 1.1 | -3 | 14 | -11
Cc1ccc(C)c(NC(=O)CCNS(=O)(=O)c2ccc3[nH]c(=O)oc3c2)c1 | -1 | -0.4 | 15 | -6 | -3 | -1.2 | 2 | 2 | -23
O=C(CSCc1ccccc1)N1CCN(C(=O)c2ccco2)CC1 | -5 | -0.2 | -5 | 2 | 3 | 0.4 | -3 | 11 | 10
COc1ccccc1N1CCN(C2CCCC(C)C2)CC1 (stereo not drawn) | -5 | -0.3 | 10 | -15 | -16 | -0.3 | -12 | 13 | -24
O=C1c2cccc([N+](=O)[O-])c2C(=O)N1c1cccnc1 | -12 | 2.2 | 15 | -6 | -7 | 0.8 | -4 | 3 | 7
C[C@H]1CN([C@@H](C)CO)C(=O)c2cc(Br)cnc2O[C@@H]1CN(C)C(=O)C1CCC1 | / | / | 2 | -9 | / | / | -2 | 2 | -9
Cc1cc(C)cc(CC(=O)N2CCC2(C)C(=O)NS(=O)(=O)c2ccc(C(C)(C)C)cc2)c1 (stereo not drawn) | / | / | -1 | 3 | / | / | -1 | 13 | -23
O=C(NC1CCCC1)C(c1ccccc1)N(C(=O)c1ccno1)c1cccnc1 (stereo not drawn) | -6 | -0.4 | 8 | -16 | -20 | 0.6 | -2 | 2 | -19
COc1ccccc1C(=O)Nc1cccc(S(=O)(=O)N2CCCC2)c1 | -6 | 3.0 | 3 | -6 | -23 | -0.3 | -4 | -2 | -3
CCn1c(SCC(=O)Nc2ccc(C)cc2)nc(O)cc1=O | -10 | 0.2 | 0 | -2 | 5 | 0.3 | -3 | 2 | 0
COc1ccc(CN2CC(C(=O)NCCC3=CCCCC3)CC2=O)cc1 (stereo not drawn) | -3 | 1.1 | -2 | -1 | -16 | -1.1 | -6 | 3 | 2
OC(Cn1cncn1)(c1ccc(F)cc1)c1ccc(Cl)cc1 (stereo not drawn) | -2 | -0.2 | 3 | -2 | -16 | -0.3 | -6 | -2 | 15
CCOC(=O)C(CC)n1nc(C)n2c(cc3sccc32)c1=O (stereo not drawn) | -8 | -0.9 | 6 | -5 | -4 | -1.9 | -5 | -1 | -20
Cc1cccc(C(=O)NNC(=O)c2ccc(NC(=O)C(C)(C)C)cc2)c1 | -7 | 0.3 | 12 | -27 | -2 | -0.2 | -3 | 2 | -11
CCN(CC)C(=O)[C@H]1CC(CC(=O)NCCCOC)C(=O)N2CCc3c([nH]c4ccccc34)[C@]12C (stereo partly drawn) | -1 | 0.2 | 8 | -3 | -1 | -0.9 | -5 | 1 | -27
CCCC(=O)NC(=S)Nc1ccc(S(=O)(=O)N2CCc3ccccc32)cc1 | -10 | 0.1 | -3 | -4 | -9 | -1.1 | -6 | 8 | -28
Cc1ccc(Sc2ncccc2C(=O)O)cc1 | -1 | 0.8 | 3 | -1 | 0 | 0.1 | -3 | 1 | -2
